CCT modulator – High-Throughput Screening for Modulators of Cytosolic Chaperonin Activity. purified chaperonin ATPase assay, HTRF ADP detection, 30 min. activity change, % (concentration not given with the values), hits read low. 0.3% of 360,000 active. AID 651819, 2012; in the data active = activity change below about -30%; also: % is scaled to controls: 0 for no effect and ±100 for the full control effect
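ATPase activity: ADP formed was measured by HTRF Transcreener (665/615 nm ratio) after 30 min at 37 deg C with 10 uM ATP. Compounds screened at one 76 uM concentration against 40 or 20 nM TRiC in Tris pH 7.4/KCl/MgCl2/DTT buffer.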
Nrf2 block – Nrf2 qHTS screen for inhibitors | AID 504444, 2011 | A549 ARE-Fluc reporter, luciferase luminescence, 18-24 h | 2.1% of 360,000 active | Potency, µM (titrated, usually from 46 µM), for the others: at the top dose activity change, negative = inhibition, most hits filed as inhibitors; also: potency is read from the fitted curve at half-maximal effect; % is scaled to controls: 0 for no effect and ±100 for the full control effect; nearly all actives have a fitted effect of over 60% in size
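A549 ARE_Fluc cells (5000/well, 5% FBS OPTI-MEM) pre-incubated 2 h, then treated with compounds 18-24 h at 37C/5% CO2 in concentration-response. CellTiter-Fluor viability read first; BugLite luciferase luminescence after 15 min at room temperature gives Nrf2 activity.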
pAkt inh – HTS Assay for Inhibitors of Akt Phophorylation: Primary Screen; activity change, % for hits at 50 µM; Neuro2A IGF-stimulated pAkt S473 HTRF, 20 min; hits give low values; 0.32% of 360,000 active; in the data active = activity change below about -80%; inconclusive = mostly about -51% to -80%; also: % is scaled to controls: 0 for no effect and ±100 for the full control effect
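Neuro2A cells (4,500/well, DMEM with 0.5% FBS) were treated with compound at a single 50 µM final concentration, stimulated with 6 nM IGF for 20 min at 37 °C, and lysed. Phospho-Akt Ser473 was read by HTRF as 665/615 ratio ×10^4.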
EPAC2 ag – qHTS for Agonist of cAMP-regulated guanine nucleotide exchange factor 4 (EPAC2): primary screen; Rap guanine nucleotide exchange factor 4 (Homo sapiens), Q8WZA2; EPAC2 activation, biochemical qHTS; response scale: 100% = 6.5 mM cAMP response; Potency, µM (highest dose often 154 µM), for the others: at the top dose activation, actives largely listed as activators; 0.079% of 360,000 active; AID 720711, 2013; also: potency is read from the fitted curve at half-maximal effect; nearly all actives have a fitted effect of over 50% in size
Target sequence (Q8WZA2 whole entry, looked up): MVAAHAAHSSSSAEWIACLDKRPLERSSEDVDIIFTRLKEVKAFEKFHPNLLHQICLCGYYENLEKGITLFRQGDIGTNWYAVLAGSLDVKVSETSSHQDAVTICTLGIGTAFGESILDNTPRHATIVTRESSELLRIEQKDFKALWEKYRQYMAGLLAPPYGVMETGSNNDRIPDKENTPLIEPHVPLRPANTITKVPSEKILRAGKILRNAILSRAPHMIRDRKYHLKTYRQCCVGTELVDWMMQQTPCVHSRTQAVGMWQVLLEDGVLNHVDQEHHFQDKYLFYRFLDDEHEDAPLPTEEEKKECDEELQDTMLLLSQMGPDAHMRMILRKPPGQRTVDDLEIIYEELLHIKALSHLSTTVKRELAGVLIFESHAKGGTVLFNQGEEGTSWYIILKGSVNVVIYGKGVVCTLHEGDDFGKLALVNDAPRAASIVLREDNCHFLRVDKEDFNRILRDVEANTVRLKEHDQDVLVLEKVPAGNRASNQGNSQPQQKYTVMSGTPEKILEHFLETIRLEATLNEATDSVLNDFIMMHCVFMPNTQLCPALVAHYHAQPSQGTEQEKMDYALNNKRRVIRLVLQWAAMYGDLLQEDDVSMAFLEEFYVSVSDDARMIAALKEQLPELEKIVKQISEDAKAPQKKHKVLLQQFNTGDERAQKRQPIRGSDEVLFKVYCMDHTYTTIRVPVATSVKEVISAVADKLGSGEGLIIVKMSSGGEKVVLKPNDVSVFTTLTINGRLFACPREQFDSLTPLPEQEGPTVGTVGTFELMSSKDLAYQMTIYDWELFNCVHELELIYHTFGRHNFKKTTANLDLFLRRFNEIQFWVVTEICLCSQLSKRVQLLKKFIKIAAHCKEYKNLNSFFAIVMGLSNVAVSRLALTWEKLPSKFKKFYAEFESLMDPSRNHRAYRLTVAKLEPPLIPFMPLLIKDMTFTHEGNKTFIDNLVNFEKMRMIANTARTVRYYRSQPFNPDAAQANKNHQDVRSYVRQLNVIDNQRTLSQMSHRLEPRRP
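Readout is BODIPY fluorescence (480 nm excitation, 540 nm emission), which falls as labeled GDP is exchanged off Rap1B. EPAC2 at 100 nM acted on 250 nM RAP1B-BODIPY-GDP with 50 uM GDP present.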
MmCpn inh – Inhibitors of TCP-1 ring complex (TRiC) of Methanococcus maripaludis (MmCpn): qHTS; purified Mm-Cpn ATPase, ADP Transcreener TR-FRET; Potency, µM (top dose mostly 76.9 µM), for inactives: top-dose activity, negative = inhibition, usual class: inhibitors; 0.031% of 330,000 active; also: potency is read from the fitted curve at half-maximal effect; % is scaled to controls: 0 for no effect and ±100 for the full control effect; nearly all actives have a fitted effect of over 80% in size
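Inhibition of chaperonin ATP hydrolysis is measured as reduced ADP production, detected by competitive TR-FRET in which signal falls with ADP. Final enzyme 25 nM and ATP 10 uM, reacted 30 min at 37°C.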
EPAC2 antagonist – qHTS for Antagonist of cAMP-regulated guanine nucleotide exchange factor 2 (EPAC2): primary screen; AID 720708, 2013; 0.18% of 360,000 active; Rap guanine nucleotide exchange factor 4 (Homo sapiens), Q8WZA2; Potency, µM (doses to about 114 µM), for the others: at the top dose activity, negative = inhibition, most hits filed as inhibitors; EPAC2 GEF exchange of Rap1B-BODIPY-GDP, fluorescence; also: potency is read from the fitted curve at half-maximal effect; % is scaled to controls: 0 for no effect and ±100 for the full control effect; nearly all actives have a fitted effect of over 45% in size; many of its hits are not listed in these tables
TGFb inhibitor – qHTS for Inhibitors of TGF-b. HepG2 CAGA-GFP TGF-b/SMAD3 reporter, GFP fluorescence, 18 h; TGF-beta stimulated, 500 pg/mL final. Potency, µM (highest dose often 46.1 µM), inactives show at the top dose activity, negative = inhibition, hits mostly inhibitors. 1.2% of 410,000 active. AID 588855, 2011; also: potency is read from the fitted curve at half-maximal effect; % is scaled to controls: 0 for no effect and ±100 for the full control effect; nearly all actives have a fitted effect of over 65% in size
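TGF-beta reporter screen: HEPG2 CAGA-GFP, 1% FBS, 500 pg/mL TGF-beta final, 18 h; per-cell GFP summed per well; curves fitted and categorized by class.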
Nrf2 ARE act – qHTS of Nrf2 Activators; Potency, µM (doses to about 46.1 µM), without a hit: top-dose activation, hits mostly activators; AREc32 ARE-luciferase reporter (MCF7-derived line), luminescence, 24 h; AID 624171, 2012; 0.31% of 410,000 active; also: potency is read from the fitted curve at half-maximal effect; % of control where 0% means no effect; nearly all actives have a fitted effect of over 65% in size
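ARE activation measured as luciferase luminescence (Steady-Glo, 30 min RT) in AREc32_Fluc cells after 24 hr compound exposure at 37 deg C, 5% CO2; cells seeded overnight at 1000/well in OPTI-MEM, 5% FBS.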
A549 tox – Nrf2 qHTS screen for inhibitors: counterscreen for cytotoxicity | A549 ARE-Fluc cells, CellTiter-Fluor viability, 18-24 h | Potency, µM (doses to about 46 µM), for inactives: at the highest dose activity change, negative = cytotoxicity, actives largely listed as inhibitors | 0.16% of 390,000 active | AID 504648, 2011; also: potency is read from the fitted curve at half-maximal effect; % is scaled to controls: 0 for no effect and ±100 for the full control effect
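A549 ARE_Fluc cells in 5% FBS OPTI-MEM were exposed to compounds in concentration-response for 18-24 h at 37 deg C. Viability was read by CellTiter-Fluor fluorescence (Ex 405/Em 525) after 30 min, before the luciferase read.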
Starred values were filed as active, the others as inactive; i = inactive; ? = inconclusive; . = not tested or not shown; [ ] = remark or other dose. Unless noted, calls follow the shape of the dose curve; as a rule, active = well fitted curve in the direction sought with a large enough effect; inconclusive = small, poorly fitted or top-dose-only effect, or another doubt; inactive = no such curve, though single readings can be large; an effect the other way counts as inactive or inconclusive.

SMILES	CCT modulator	Nrf2 block	pAkt inh	EPAC2 ag	MmCpn inh	EPAC2 antagonist	TGFb inhibitor	Nrf2 ARE act	A549 tox
CCCC(C)C1c2c(c(C)c(C)oc2=O)Oc2c(C)c(C)oc(=O)c21 (stereo not given)	-2.2	-17%	i	4%	1%	-15%	?	-0.7%	-7%
Cc1n[nH]c2ccc([N+](=O)[O-])cc2c1=O	-1.3	.	i	-7%	.	5%	-9%	-0.6%	.
COc1ccc(Nc2nc(N)c([N+](=O)[O-])c(NC3CCCCC3)n2)cc1	-0.5	4%	i	4%	1%	-20%	?	-1.4%	-16%
NC(=O)c1ccc(OCC2CCCO2)cc1 (stereo not given)	-0.4	5%	i	8%	3%	-4%	0%	-0.1%	2%
COc1ccc(C2=CSC3=NCCN23)cc1Br	0.7	0%	i	14%	.	-4%	-3%	6.2%	-10%
COc1ccc(CC(=O)OCC(=O)N2CCCc3ccccc32)cc1OC	0.6	6%	i	7%	1%	5%	7%	0.5%	-2%
Cc1cc(C)n2nc(C(=O)OCCOc3ccc(F)cc3)nc2n1	-0.7	5%	i	-8%	3%	11%	11%	-0.6%	12%
CCCn1cc(S(=O)(=O)CC(=O)NC2CCCCC2)c2ccccc21	0.8	-15%	i	-2%	-2%	4%	0%	-0.3%	-6%
CCOC(=O)c1cnc(SC)nc1NCCOC	0.1	-2%	i	-1%	0%	-3%	-6%	-0.1%	-18%
O=C(CCn1c(=S)oc2ccccc21)NCCC1=CCCCC1	-0.6	1%	i	4%	0%	9%	7%	-1.0%	-1%
Cc1ccc(S(=O)(=O)C(NC(=O)c2ccccc2)=C(Cl)Cl)cc1	-0.1	6%	i	-5%	.	-2%	-22%	?	?
O=C(Nc1ccccn1)C12CC3CC(CC(C3)C1)C2	0.1	-9%	i	0%	-1%	0%	30%	11%	0%
CS(=O)(=O)N(CC(=O)Nc1ccccc1C(=O)N1CCOCC1)c1ccc(F)c(Cl)c1	-1.0	-20%	i	4%	0%	14%	-2%	-0.4%	-10%
CCc1ccc(NC(=O)CSc2nc3[nH]ncc3c(=O)[nH]2)cc1	-0.6	0%	i	1%	1%	0%	0%	-0.4%	0%
COc1ccc(OC)c(NCc2cccn2-c2nnc(N3CCCCC3)s2)c1	.	?	.	.	.	.	-18%	0.3%	-17%
CCOC(=O)Nc1ccc2c(CN3C(=O)NC(CC)(CC)C3=O)cc(=O)oc2c1	-0.5	15%	i	0%	-11%	1%	-5%	0.0%	-1%
O=C1CC(NC(=O)C(F)(F)F)=NN1c1ccccc1	0.8	-17%	i	7%	0%	-9%	1%	0.1%[9.22 µM]	2%
COc1cccc(NC(=O)Cn2c(=O)n(CCCCC(=O)NCc3ccccc3Cl)c(=O)c3ccccc32)c1	.	-23%	.	.	.	.	-17%	-0.5%	-12%
CCCNc1c(NS(=O)(=O)c2ccc(C)c(C)c2)c(=O)oc2ccccc12	0.9	9%	i	8%	-8%	11%	-6%	-0.4%	11%
Cc1cc(NC(=O)c2c([N+](=O)[O-])cnn2C)no1	-0.1	.	i	5%	2%	-5%	8%	-0.7%	-12%
O=C(Oc1cccc(N2C(=O)C3C4c5ccccc5C(c5ccccc54)C3C2=O)c1)c1ccco1 (stereo not given)	2.1	0%	i	6%	2%	-1%	0%	-0.8%	2%
COc1ccc(OCCOCCOc2ccc(C)cc2[N+](=O)[O-])cc1	-5.5	9%	i	14%	1%	0%	-3%	-0.9%	9%
Cc1ccc(NC(=S)N2CCCC(CO)C2)c(C)c1 (stereo not given)	-2.7	?	i	4%	2%	2%	-23%	1.8%	19%
Cc1ccc(S(=O)(=O)N2CCN(S(=O)(=O)c3ccccc3Br)CC2)cc1	-1.7	2%	i	11%	2%	6%	-6%	-1.4%	0%
CN(CC(=O)NNC(=O)CNC(=O)c1ccccc1Cl)S(=O)(=O)c1ccc(Cl)cc1	2.9	1%	i	3%	0%	-5%	-5%	2.5%	1%
Continuation:
SMILES	CCT modulator	Nrf2 block	pAkt inh	EPAC2 ag	MmCpn inh	EPAC2 antagonist	TGFb inhibitor	Nrf2 ARE act	A549 tox
O=S1(=O)CC(N2CCN(CCO)CC2)CN1Cc1cn(Cc2ccc(F)cc2)nn1 (stereo not given)	0.0	.	i	10%	.	9%	.	-1.0%	.
Cn1c(=O)oc2cc(S(=O)(=O)Nc3cccc(F)c3)ccc21	-0.9	6%	i	7%	-1%	21%	-2%	0.2%	6%
CCN(CC)CCCNCC(=O)Nc1ccc2c(c1)CCC2	-0.7	19%	i	9%	0%	4%	4%	-1.0%	0%
CC(C)OC(=O)Cn1c(=O)oc2ccccc21	0.1	-16%	i	9%	0%	0%	0%	-0.3%	-9%
CC(C)(c1ccc(O)c([N+](=O)[O-])c1)c1ccc(O)c([N+](=O)[O-])c1	-1.3	5%	i	-2%	.	0%	-1%	-0.1%	2%
CC(C)CNC(=S)N1CCC(C(=O)c2ccc3c(c2)OCCO3)CC1	0.8	?	i	11%	0%	4%	-18%	3.6%	-7%
Cc1nn(C)cc1C(C(=O)NC1CCCCC1)N(C(=O)Cc1cccs1)c1ccc(Cl)cc1 (stereo not given)	-1.6	-21%	i	-5%	1%	4%	-14%	0.5%	-12%
COC(=O)/C(C#N)=C/c1c(N2CCN(C)CC2)nc2ccccn2c1=O	-4.3	1%	i	4%	3%	5%	-19%	1.9%	-16%
CCc1ccc(-n2cnc3cc(C(=O)NCC(OC)OC)ccc32)cc1	-0.9	-4%	i	5%	-2%	-5%	-5%	-0.5%	-2%
Cc1ccc(CNC(=O)CCC(=O)N2CCSc3ccccc32)cc1	.	4%	.	.	.	.	?	-0.2%	-3%
CN1C(=S)SC(C)(C)C1(C)NO (stereo not given)	0.5	3%	i	5%	2%	4%	14%	-0.7%	1%
CCOC(CNC(=O)Cn1nc(C)c2ccccc21)OCC	-0.3	-1%	i	7%	1%	-1%	7%	-0.2%	-3%
COc1ccc(NC(=O)N2CCN(c3nc4ccccc4n3C(C)C)CC2)cc1	1.6	?	i	-6%	-1%	6%	-1%	0.4%	-2%
Cc1ccc(C)c(CC(=O)N2CCCCC2c2cc(C(=O)Nc3ccc(F)c(Cl)c3)no2)c1 (stereo not given)	-1.2	.	i	2%	.	20%	-12%	2.0%	.
CCS(=O)(=O)c1nc(S(=O)(=O)c2ccc(C)cc2)c(NCCCN(C)C)s1	-0.2	-3%	i	7%	-2%	-3%	16%	-0.8%	-16%
CN(C)S(=O)(=O)c1ccc(N2CCCC2)c(C(=O)Nc2ccccc2)c1	1.4	0%	i	6%	-1%	22%	0%	-1.0%	-12%
CCn1c(SCC(=O)N/N=C/C=C/c2ccccc2[N+](=O)[O-])nnc1-c1ccccc1	0.9	6%	i	-3%	-5%	3%	?	20%	5%
Nn1c(Cc2ccc(F)cc2)n[nH]c1=S	2.3	1%	i	6%	3%	-1%	-11%	0.2%	-2%
C=Cc1ccc(Cn2c(=O)n(-c3ccccc3C)c(=O)c3c4c(sc32)CN(C(C)=O)CC4)cc1	.	?	.	.	.	.	-36%	8.8%	-18%
CSCCC(NC(=O)COc1ccccc1)C(=O)N1CCCCC1 (stereo not given)	-3.2	-2%	i	3%	1%	5%	-2%	0.2%	-12%
Cc1cc(=O)[nH]c(N/N=C/c2cccc(Br)c2)n1	-2.5	0%	i	2%	?	20%	4%	-0.4%	-5%
CC1(C(=O)NS(=O)(=O)c2cccc(OC(F)F)c2)CCN1C(=O)CCc1cccs1 (stereo not given)	-0.8	.	i	-1%	.	19%	10%	0.0%	.
COc1ccc2c(CNCc3cccs3)c(C(=O)O)n(Cc3ccc(C)cc3)c2c1	.	10%	.	.	.	.	0%	2.6%	-19%
COc1ccc(NC(=O)CN(C)CC(=O)Nc2ccc(Cl)cc2[N+](=O)[O-])cc1	2.8	-3%	i	13%	1%	-3%	0%	0.9%	4%
COc1cccc(NC(=O)CCC2CCN(Cc3nccs3)CC2)c1	-1.1	19%	i	4%	2%	5%	-2%	2.1%	-1%
Cc1csc(/N=C/c2ccc([N+](=O)[O-])cc2)n1	-13	15%	i	-2%	-2%	5%	0%	0.7%	-2%
NNC(=O)c1oc2nc(-c3ccccc3)cc(-c3ccccc3)c2c1N	-1.9	?	i	6%	0%	0%	?	1.2%	18%
COc1ccc(-c2oc3ncn4nc(COc5ccccc5)nc4c3c2-c2ccc(OC)cc2)cc1	-1.1	-12%	i	1%	2%	-4%	1%	0.2%	5%
CCCn1cnc2cc(NCc3cccs3)ccc21	1.3	15%	i	0%	-9%	0%	-11%	2.4%	11%
O=C(O)CN1CCNCCN(CC(=O)O)CCNCC1	0.5	101%	i	7%	.	5%	0%	3.7%	-20%

Taken from above:
`O=C1CC(NC(=O)C(F)(F)F)=NN1c1ccccc1` @ EPAC2 ag = 7%
`COc1cccc(NC(=O)CCC2CCN(Cc3nccs3)CC2)c1` @ Nrf2 block = 19%
`CC(C)(c1ccc(O)c([N+](=O)[O-])c1)c1ccc(O)c([N+](=O)[O-])c1` @ EPAC2 ag = -2%

From PubChem

A portion of the library. The share of hits here may be higher or lower than overall.
